# Screens: PubChem, National Center for Advancing Translational Sciences (NCATS)
# Vif-A3G inh = blocks the Vif interaction with human APOBEC3G. Q9HC16. HeLa A3G-eYFP + Vif (tagged APOBEC3G with the HIV-1 protein that degrades it), YFP fluorescence, overnight. Potency, µM (doses to about 46.1 µM), inactives show at the top dose activity, negative = active, actives largely listed as inhibitors. 0.076% of 410,000 active. AID 602310;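 further: on the % scale 0 is the no-effect control and ±100 the full control effect; nearly all actives have a fitted effect of over 60% in size; hits raise eYFP signal because A3G escapes Vif-driven loss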
# Target sequence (Q9HC16 whole entry, looked up): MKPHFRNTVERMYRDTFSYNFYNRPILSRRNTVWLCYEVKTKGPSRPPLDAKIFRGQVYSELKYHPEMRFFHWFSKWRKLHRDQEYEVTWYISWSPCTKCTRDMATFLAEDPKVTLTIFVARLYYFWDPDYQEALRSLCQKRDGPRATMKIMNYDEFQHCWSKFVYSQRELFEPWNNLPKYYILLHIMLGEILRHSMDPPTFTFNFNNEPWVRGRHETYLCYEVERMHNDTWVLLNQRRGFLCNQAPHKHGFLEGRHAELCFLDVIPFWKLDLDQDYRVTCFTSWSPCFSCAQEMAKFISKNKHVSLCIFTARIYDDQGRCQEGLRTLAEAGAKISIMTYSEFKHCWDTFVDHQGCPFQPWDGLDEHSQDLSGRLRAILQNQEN
#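 HeLa cells stably expressing Vif and C-terminally eYFP-tagged A3G, seeded overnight at 37 deg C, then exposed to compound by pintool overnight at 37 deg C. Rise in yellow fluorescence (Ex 488/Em 500-530, Acumen) marks blocked Vif-driven A3G degradation.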
# Glioma ERSR ind = ER stress response induction in glioma. U87-MG GRP78 promoter luciferase reporter, 16 h. Potency, µM, without a hit: top-dose activation, usual class: activators. 0.02% of 420,000 active; further: series mostly up to about 76 µM; % of control where 0% means no effect; nearly all actives have a fitted effect of over 35% in size
#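 Stably transfected U87-MG human glioma cells carrying a GRP78-based luminescent sensor were seeded at 1000 cells/well, pin-dosed with compounds and incubated 16 h. Luciferase reagent was then added, and end-point luminescence was read after 10 min at room temperature.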
# * = called active by the depositor; ? = inconclusive; & = joins results of further samples. The call rests on the fitted dose curve; in most records, active means well fitted curve in the direction sought with a large enough effect; inconclusive means small, poorly fitted or top-dose-only effect, or another doubt; inactive means no such curve, though single readings can be large; an effect the other way counts as inactive or inconclusive. Potency means the concentration at half of the fitted maximal effect. Some of the compounds tested; count on the stated rates, not on these rows.
SMILES,Vif-A3G inh,Glioma ERSR ind
CC1(C(=O)NCC2CCOCC2)Cc2c(-c3cccc(C(N)=O)c3)ccnc2O1 (stereo unspecified),?,-1%
CN1CCN(c2ccc(CNC(=O)C3Cc4c(-c5cccc(F)c5)ccnc4O3)cc2)CC1 (stereo unspecified),0%,-1%
CNc1ccc(C=O)cc1Cl,-3%,0%
Cc1cn(C2CC3OCC(NC(=O)C(NC(=O)OC(C)(C)C)C(C)OCc4ccccc4)C3O2)c(=O)[nH]c1=O (stereo unspecified),-3%,-3%
CN(C)CCNC(=O)c1cccc(-c2cccc3nccn23)c1,0%,-3%
CC1(Cc2cc(Cl)ccc2C(F)(F)F)C(=O)Nc2ccc(S(=O)(=O)NC3CCCCC3)cc21 (stereo unspecified),-8%,-3%
CCNC(=O)C1(C)CCCN(C(=O)c2ccc3sccc3c2)C1 (stereo unspecified),0%,3%
O=C(NCC1CCCCC1)c1csc([C@@H]2O[C@H](CO)[C@H](O)[C@H](O)[C@H]2O)n1,-1%,-5%
COc1cccc2c1C(=O)c1c(O)c3c(c(O)c1C2=O)C[C@@](O)(C(=O)CO)C[C@@H]3O[C@H]1C[C@H](N)[C@H](OC2CCCCO2)[C@H](C)O1 (stereo partly specified),5%,-5%&9%
CC1(C(=O)NS(=O)(=O)Cc2ccccc2C(F)(F)F)CCN1C(=O)Cc1ccccc1 (stereo unspecified),-2%,-2%
Fc1cccc(Cc2c(-c3ccc(Cl)cc3)nc3ccc(Cl)cn23)c1,-5%,0%
Cc1nc2c(OCc3cc(Cl)cc(Cl)c3)cccn2c1N(C)C(=O)CCC1CCCC1,-19%,1%
FC(F)(F)c1ccccc1Cc1c(-c2ccccc2)nc2c3ccccc3ccn12,-5%,0%
COCCNC(=O)C1(C)CCCN(C(=O)c2ccc(OC)cc2OC)C1 (stereo unspecified),-2%,-2%
CC1(C(=O)NS(=O)(=O)c2ccc(C#N)cc2)CCN1C(=O)c1cccc2ccccc12 (stereo unspecified),0%,-3%
COc1ccc2nc(C(c3ccc(C)cc3)n3c(-c4ccccc4Br)nc4ccccc43)[nH]c2c1 (stereo unspecified),?,-6%
O=C(NCc1ccco1)C1Cc2c(-c3ccccc3Oc3ccccc3)ccnc2O1 (stereo unspecified),-24%,-4%
COCCNc1nc(Oc2cccc(F)c2)c2sccc2n1,-7%,-1%
CCc1nc2c(OCC3CCCCC3)cccn2c1N(C=O)Cc1ccc(OC)cc1,1%,-1%
c1ccc(-c2nc3c4ccccc4ccn3c2Cc2ccsc2)cc1,-6%,3%
COc1ccc(NC(=O)C2(C)CCN2Cc2ccccc2OC(F)F)cc1OC (stereo unspecified),-1%,-2%
CCc1nc2c(OCCC3CCCCC3)cccn2c1N(C)C(=O)c1cccs1,-24%,7%
Cc1ncc(CO)c(CO)c1OCC(O)CN1CCN(c2ccc(F)cc2)CC1 (stereo unspecified),0%,-2%
CCCN(CC1CC1)c1cc2c(c3c1ccn3C)C1CCC2O1 (stereo unspecified),2%,-4%
CC1(C(=O)NS(=O)(=O)c2ccc(Cl)cc2)CCN1C(=O)C/C=C/c1ccccc1 (stereo unspecified),-4%,-3%
CN(C)c1ccc(/C=C/c2ccnc3ccccc23)cc1N,?,17%
CCc1nc2c(OCCn3cccc3)cccn2c1N(C=O)Cc1ccccc1,0%,-1%
COc1ccc2c(c1OC)C(=O)OC2c1ccc(O)cc1 (stereo unspecified),-1%,1%
Cc1cnc(C)c(Nc2nc(C(N)c3ccccc3)cs2)n1 (stereo unspecified),3%,-3%
CCCS(=O)(=O)NC(=O)C1(C)CCN(C(=O)c2cccc(OC(F)(F)F)c2)C1 (stereo unspecified),1%,-3%
Nc1ccc(C=Cc2ccc(N)cc2)cc1,-2%,-2%
COc1ccc(C(C)(O)c2nc(-c3ccccc3OC)cs2)cc1 (stereo unspecified),?,-1%
CCc1nc2ccc(C(=O)Nc3cc(-c4ccccc4)ccc3OC)cn2c1N(C=O)CCC(C)C,-6%,-2%
Cc1ccccc1-c1ccc(CN2C(C)C(=O)N(Cc3cn(Cc4ccco4)nn3)CCS2(=O)=O)cc1 (stereo unspecified),0%,-3%
Cn1c(=O)c2cc(NC(=S)NCc3ccccc3F)ccc2n1C,-1%,?
COCc1cccc(-c2csc(C(C)(O)c3ccc(OC)cc3)n2)c1 (stereo unspecified),-2%,0%
CC(O)(c1cccnc1)c1nc(-c2ccc3ccccc3c2)cs1 (stereo unspecified),-15%,5%
COc1ccc(CC(N)c2csc(Nc3ccccn3)n2)cc1 (stereo unspecified),-11%,-4%
OCCN1CCN(c2ncnc3c2ncn3[C@H]2CN(Cc3ccc(F)cc3)C[C@@H](CO)O2)CC1,1%,-1%
CC(C)(C)S(=O)(=O)/C(C#N)=C/c1cccn1S(=O)(=O)c1ccccc1,2%,-3%
Cn1c(=O)c2cc(NC(=O)NCc3ccccc3)ccc2n1Cc1ccc(Cl)cc1,-28%,-3%
COC(=O)c1csc(-c2ccc(CO)o2)n1,5%,0%
CCC(=O)N1CCCC(C)(C(=O)NS(=O)(=O)c2cccs2)C1 (stereo unspecified),2%,-3%
CN(C)c1ccc(N=Nc2ccccc2C(=O)O)cc1,-18%,7%
COc1ccc(C(O)c2ncc(-c3ccccc3C)[nH]2)cc1F (stereo unspecified),3%,1%

# Given with two lines to a compound: seven of the compounds above
# Second line of a record – Vif-A3G inh	Glioma ERSR ind
- COc1ccc(CC(N)c2csc(Nc3ccccn3)n2)cc1 (stereo unspecified)
 : -11%	-4%
- CC(C)(C)S(=O)(=O)/C(C#N)=C/c1cccn1S(=O)(=O)c1ccccc1
 : 2%	-3%
- Cn1c(=O)c2cc(NC(=O)NCc3ccccc3)ccc2n1Cc1ccc(Cl)cc1
 : -28%	-3%
- Nc1ccc(C=Cc2ccc(N)cc2)cc1
 : -2%	-2%
- CCc1nc2ccc(C(=O)Nc3cc(-c4ccccc4)ccc3OC)cn2c1N(C=O)CCC(C)C
 : -6%	-2%
- CCC(=O)N1CCCC(C)(C(=O)NS(=O)(=O)c2cccs2)C1 (stereo unspecified)
 : 2%	-3%
- COc1ccc(C(C)(O)c2nc(-c3ccccc3OC)cs2)cc1 (stereo unspecified)
 : ?	-1%

# Continuation:
SMILES,Vif-A3G inh,Glioma ERSR ind
COc1ccc(CCNC(=O)Nc2nc(C(N)C3CCCCC3)cs2)cc1OC (stereo unspecified),-3%,-5%
NC(Cc1ccccc1)c1csc(NC(=O)Nc2ccccc2Oc2ccccc2)n1 (stereo unspecified),?,-12%
O=[N+]([O-])c1nccn1CCCCCCN1CCOCC1,-3%,0%
CC1(C(=O)Nc2ccc3c(c2)OCO3)Cc2c(-c3cccc(C(N)=O)c3)ccnc2O1 (stereo unspecified),?,-1%
CCn1nccc1NC(=O)c1csc([C@H]2C[C@H](O)[C@@H](CO)O2)n1,0%,-4%
c1cc2c(cc1Cc1cncc(Cc3ccc4c(c3)OCO4)c1)OCO2,-2%,-3%
O=C(Nc1ccc2c(c1)OCO2)c1csc(COCCO)n1,1%,-1%
COC(=O)C(CC(C)C)NS(=O)(=O)c1ccccc1Br (stereo unspecified),-1%,-1%
CN(C)CCN1CCN(c2cc(-c3cccc(Cl)c3)nc3ccnn23)CC1,3%,-2%
CCCCc1oc2ccccc2c1C(=O)c1cc(I)c(N(CC)CCOCC)c(I)c1,-2%,-6%
CC1CCCCc2nc3c(c(=O)n21)CCCC3 (stereo unspecified),-2%,-2%
CC(C)C[C@H]1CN([C@@H](Cc2ccccc2)CN2CCC[C@@H]2CN2C(=O)C(=O)NC[C@@H]2Cc2ccc(O)cc2)C(=O)C(=O)N1CC1CCCCC1,3%,1%
O=C(Nc1ccc2c(c1)OCO2)c1cc(C2CCCN(C(=O)CCc3ccccc3)C2)on1 (stereo unspecified),-4%,5%
CC(=O)c1cccc(NC(=O)c2ccc(-n3cncn3)c3ccoc23)c1,3%,0%
CC(=O)Nc1ccc(SC[C@H](Cc2ccccc2)N2CC[C@@H](N)CCC2=O)cc1,-1%,-1%
NC(CO)c1csc(Nc2ccc(C(=O)c3ccccc3)cc2)n1 (stereo unspecified),-5%,-4%
CC1CCc2cc(F)cc3c2N1C(=O)C(C(=O)Nc1cnccn1)C3=O (stereo unspecified),-3%,-4%
CCc1ccc(C(O)c2ncc(-c3ccccc3F)[nH]2)cc1 (stereo unspecified),-3%,5%
CCOC(=O)C1(C)CCCN1C(=O)c1ccc(N(C)C)cc1 (stereo unspecified),-3%,-2%
COCCNC(=O)c1cccc2c(-c3ccnn3C)coc12,0%,2%
Cc1ccc(F)c(S(=O)(=O)NC(=O)C2(C)CCN2C(=O)c2ccc(C3CCCCC3)cc2)c1 (stereo unspecified),-16%,-2%
C1=Cc2ccccc2/C1=C\c1cc2c3c(c1)CCCN3CCC2,?,1%
CC1(C(=O)NCc2ccc3c(c2)OCO3)CCN1C(=O)CC1CCCC1 (stereo unspecified),-2%,-2%
CCCOc1ccc(F)cc1-c1cc(C(=O)Nc2ccc(C)c(NS(C)(=O)=O)c2)[nH]n1,-18%,-7%
CC(=O)Nc1cccc(-c2csc(C(O)c3ccc(F)cc3)n2)c1 (stereo unspecified),0%,1%
O=C(Nc1cccnc1)C1Cc2c(-c3ccccc3Oc3ccccc3)ccnc2O1 (stereo unspecified),-1%,-2%
O=C(Nc1nnc([C@@H]2C[C@H](O)[C@@H](CO)O2)s1)Nc1cccc(Cl)c1Cl,-13%,2%
CC1(C(=O)NCc2ccc(F)c(F)c2)Cc2c(-c3ccc4c(c3)OCO4)ccnc2O1 (stereo unspecified),?,-3%
CC(C)(C)n1ncc2c(=O)n(Cc3ccc(Cl)c(SC(F)(F)F)c3)cnc21,-1%,-3%
COc1ccc(C(N)c2csc(Nc3ccc(S(C)(=O)=O)cc3)n2)cc1 (stereo unspecified),-3%,-3%

# Record cards (already shown). Order of screens: Vif-A3G inh | Glioma ERSR ind
# Record of `CC1CCc2cc(F)cc3c2N1C(=O)C(C(=O)Nc1cnccn1)C3=O` (stereo unspecified) → -3% | -4%
# Record of `CC(=O)Nc1cccc(-c2csc(C(O)c3ccc(F)cc3)n2)c1` (stereo unspecified) → 0% | 1%
# Record of `CCc1ccc(C(O)c2ncc(-c3ccccc3F)[nH]2)cc1` (stereo unspecified) → -3% | 5%
# Record of `O=C(Nc1nnc([C@@H]2C[C@H](O)[C@@H](CO)O2)s1)Nc1cccc(Cl)c1Cl` → -13% | 2%

# Continued:
SMILES,Vif-A3G inh,Glioma ERSR ind
COC(=O)c1cc(=O)nc(NN=C2CCCCC2)s1,-2%,-6%
COc1ccc(Cl)cc1Cn1c(C)c(C(=O)NCc2ccc3c(c2)OCCO3)sc1=O,-1%,-2%
FC(F)(F)C(F)(F)C(F)(F)c1nc2ccccc2[nH]1,3%,-4%
CCOC(=O)C1=CCN(S(=O)(=O)c2ccc(C)cc2)[C@H]1c1ccccc1Cl,-2%,-4%
CC1(C(=O)NS(=O)(=O)c2cccs2)CCN1C(=O)CC1CCCC1 (stereo unspecified),1%,-3%
Cc1cc(C(O)c2ncc(-c3cccc(F)c3)[nH]2)ccc1F (stereo unspecified),-7%,-1%
S=Cc1ccc(/C=C/c2ccnc3ccccc23)cc1,3%,-3%
CN(c1ccc([N+](=O)[O-])cc1)c1cc2c(c3c1ccn3C)C1CCC2C1 (stereo unspecified),-7%,-1%
CCC(CC)C(=O)N(C)c1c(C)nc2c(OCCOc3ccccc3)cccn12,-1%,-1%
COc1ccc(OCCNC(=O)C2(C)CCN2Cc2ccc3ccccc3c2)cc1 (stereo unspecified),-11%,-7%
CCNC(=O)C1CCCN(Cc2cc(-c3ccccc3)on2)CC1 (stereo unspecified),0%,2%
CCc1nc2ccc(C(=O)NCCCn3ccnc3)cn2c1N(C)Cc1nccs1,2%,-2%
CCc1nc2ccc(C(=O)Nc3cccc(NS(C)(=O)=O)c3)cn2c1N(C)C(=O)Cc1ccccc1,0%,-4%
C[C@@H]1[C@H](c2ccccc2)OCCS(=O)(=O)N1Cc1cccc(C(F)(F)F)c1,-2%,-2%
COc1cc(-c2cc(NC=O)c3ncc(-c4ccc(C(C)=O)cc4)n3c2)ccc1O,?,-3%

# Some of the entries above in a different format:
mol | Vif-A3G inh | Glioma ERSR ind
S=Cc1ccc(/C=C/c2ccnc3ccccc23)cc1 | 3% | -3%
CN(c1ccc([N+](=O)[O-])cc1)c1cc2c(c3c1ccn3C)C1CCC2C1 (stereo unspecified) | -7% | -1%

# Back to the main list, repeating the two entries before the break.
SMILES,Vif-A3G inh,Glioma ERSR ind
C[C@@H]1[C@H](c2ccccc2)OCCS(=O)(=O)N1Cc1cccc(C(F)(F)F)c1,-2%,-2%
COc1cc(-c2cc(NC=O)c3ncc(-c4ccc(C(C)=O)cc4)n3c2)ccc1O,?,-3%
O=C(NCC(F)(F)F)[C@H]1O[C@@H](n2ccc(=O)[nH]c2=O)[C@H](O)[C@@H]1O,1%,-3%
O=C(O)c1cc(=O)c2c3nc4ccccc4oc-3cc(=O)c2[nH]1,-4%,-1%&-1%
COc1ccc(C(=O)N2CCCCC2c2cc(C(=O)NCc3ccccc3)no2)cc1 (stereo unspecified),0%,-2%
CCCN1C(=O)CC(c2ccc(OC)c(OC)c2)C1=O (stereo unspecified),2%,0%
N#Cc1ccc(-c2nc3ccc(Cl)cn3c2Cc2ccccc2)cc1,-10%,1%
